# TCR activator – T cell receptor activation | primary human leukocytes, anti-CD3, IL-2 HTRF, 48 h | Potency, µM (titrated, usually from 9.22 µM), without a hit: at the top dose activation of IL-2 secretion, usual class: activators | 330,000 tested, under 10 active; also: % of control where 0% means no effect
#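 IL-2 release read by HTRF sandwich (Eu cryptate donor, d2 acceptor, 665 nm emission) after 48 hr exposure of primary human leukocytes to compound together with anti-CD3 beads in the absence of co-stimulatory signals.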
# B2AR arrestin – recruits beta-arrestin to the human beta2-adrenergic receptor; beta-arrestin recruitment to beta2AR, cell-based reporter; Potency, µM (top dose mostly 46.1 µM), inactives show top-dose activation, most hits filed as activators; hit rate 0.02% among 330,000; P07550; AID 492947;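 also: potency is read from the fitted curve at half-maximal effect; 0% = DMSO controls and full agonism = EC100 isoproterenol or metaproterenol; nearly all actives have a fitted effect of over 65% in size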
# TSG101-PTAP inh – blocks PTAP/TSG101 interaction to inhibit HIV-1 budding. Q99816. Fluorescence polarization, FITC-PTAP peptide / Tsg101 binding. Potency, µM (top dose mostly 115 µM), inactives show at the highest dose activity change, negative = inhibition, actives largely listed as inhibitors. 340,000 tested, under 10 active. AID 493005; active = well fitted inhibition curve with a large enough effect in the main read-out, with a control signal flat, not every such curve was filed as active; inconclusive = small, poorly fitted or top-dose-only effect, or effect the other way, or a change in a side signal; inactive = no such curve, though single readings can be large or run the other way; also: potency is read from the fitted curve at half-maximal effect; % of control where 0% means no effect
#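 Compounds were pin-transferred onto Tsg101 binding domain (10 uM final) in HEPES pH 7.5 buffer, then FITC-PTAP peptide was added at 50 nM final. After 20 min at RT, polarization reported peptide displacement across a qHTS concentration series.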
# ELG1 DNA repair – inhibitors of ELG1-dependent DNA repair in HEK293T cells; HEK293T ELG1-luciferase reporter, luminescence, 16 h; DNA damage induced by 5-fluorouridine; Potency, µM (titrated, usually from 46.1 µM), inactives show at the highest dose activity change, negative = inhibition, hits mostly inhibitors; hit rate 2.3% among 330,000; AID 504467; also: potency is read from the fitted curve at half-maximal effect; % is scaled to controls: 0 for no effect and ±100 for the full control effect; nearly all actives have a fitted effect of over 55% in size
#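 DMSO vehicle served as the neutral condition. Each well held 2,000 cells given 5-fluorouridine plus compound; after 16 hr at 37 °C/5% CO2, ONE-Glo was added and luciferase measured 30 min later.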
# USP2a inh – USP2a (human) protease inhibition | O75604 | USP2 core, Ub-CHOP2 coupled fluorogenic reporter, 485/531 | Potency, µM (titrated, usually from 38.3 µM), inactives show at the top dose activity change, negative = inhibition, actives largely listed as inhibitors | hit rate 0.01% among 330,000 | AID 463254;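 also: potency is read from the fitted curve at half-maximal effect; plate controls were DMSO wells for no effect and full inhibition by NEM control for full effect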
#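 USP2 core (10nM final) preincubated 30min RT with compound in 20mM Tris-HCl pH 8.0, 2mM CaCl2, 2mM beta-mercaptoethanol, 0.05% CHAPS; 25nM Ub-CHOP2 plus 25nM reporter substrate added, fluorescence (Ex485/Em531) read after 60min.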
# Mito fusion yeast – inhibitors of mitochondrial division or activators of mitochondrial fusion; S. cerevisiae fusion-defective mutant growth rescue, CellTiterGlo 48 h; Potency, µM (doses to about 46.1 µM), inactives show at the highest dose growth rescue (activation), actives largely listed as activators; AID 485298; hit rate 0.23% among 320,000;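 also: potency is read from the fitted curve at half-maximal effect; % of control where 0% means no effect; nearly all actives have a fitted effect of over 45% in size; temperature-sensitive fusion mutants such as fzo1-1 at 37 °C on non-fermentable ethanol glycerol medium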
#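 S. cerevisiae fusion-defective temperature-sensitive mutants (e.g. fzo1-1, mgm1-5) grown 48 h at 37C in YPEG (ethanol/glycerol non-fermentable) medium with 23 nl compound per well; growth rescue read as CellTiterGlo luminescence.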
# TSHR antagonist – human thyrotropin receptor antagonism; activity change, negative = inhibition, % at 11.5 µM; AID 504810; TSHR-expressing cells, TSH-stimulated cAMP HTRF, 2 h; hits give low values; hit rate 0.2% among 330,000; P16473;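 active = activity change below a set negative limit, meaning inhibition stronger than a set level, cut at about -70% in these data; inconclusive = activity change between two set negative limits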; also: % is scaled to controls: 0 for no effect and ±100 for the full control effect
#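 TSHR-expressing cells, 200/well, pre-treated with compound, then stimulated with EC80 TSH (4nM final) for 2 hours at 37 deg C. cAMP measured by competitive HTRF: anti-cAMP cryptate antibody in lysis buffer plus cAMP-d2, read after 30 minutes at room temperature.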
# uPA generation – cell surface uPA generation inhibition; hit rate 0.31% among 330,000; Potency, µM (series often up to 38.3 µM), without a hit: at the highest dose activity change, negative = inhibition, most hits filed as inhibitors; cell surface uPA generation assay, qHTS; active = well fitted inhibition curve with a large enough effect; inconclusive = small, poorly fitted or top-dose-only effect; inactive = no such curve, though single readings can be large or run the other way; tested in mouse RAW 264.7 cells; also: potency is read from the fitted curve at half-maximal effect; % is scaled to controls: 0 for no effect and ±100 for the full control effect; nearly all actives have a fitted effect of over 55% in size
# Tb PFK block – blocks T. brucei phosphofructokinase | O15648 | T. brucei PFK, ADP-Glo luminescence | Potency, µM (highest dose often 57.5 µM), without a hit: at the top dose activity, negative = inhibition, hits mostly inhibitors | hit rate 0.17% among 330,000;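 also: potency is read from the fitted curve at half-maximal effect; 0% = uninhibited 1x PFK enzyme wells and -100% = no-enzyme wells; nearly all actives have a fitted effect of over 60% in size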
# Target sequence (O15648 whole entry, looked up): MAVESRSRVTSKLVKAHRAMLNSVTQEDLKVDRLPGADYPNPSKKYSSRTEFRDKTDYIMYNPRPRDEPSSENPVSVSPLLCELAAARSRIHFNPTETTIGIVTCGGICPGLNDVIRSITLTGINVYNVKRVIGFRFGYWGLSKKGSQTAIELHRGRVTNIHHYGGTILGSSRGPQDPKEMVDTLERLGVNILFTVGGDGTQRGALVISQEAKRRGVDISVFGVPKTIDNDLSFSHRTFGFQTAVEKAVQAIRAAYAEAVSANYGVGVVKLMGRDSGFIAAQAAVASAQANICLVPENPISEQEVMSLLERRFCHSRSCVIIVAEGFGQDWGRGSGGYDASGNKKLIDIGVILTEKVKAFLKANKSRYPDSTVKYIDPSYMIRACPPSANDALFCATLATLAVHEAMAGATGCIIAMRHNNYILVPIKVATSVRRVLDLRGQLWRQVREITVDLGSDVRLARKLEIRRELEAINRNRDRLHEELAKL
#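 Luminescent ADP detection (ADP-Glo, two-step: ATP depletion then ADP-to-ATP conversion for luciferase) reported PFK activity after 45 min room-temperature reaction of 1.25 nM enzyme with 0.5 mM F6P and 0.1 mM ATP at pH 8.0.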
# BCR signal inh – inhibitors of chronic active B-cell receptor signaling. ABC-DLBCL IkBa-CBG/CBR reporter, luminescence ratio, 4 h. Potency, µM (top dose mostly 46.1 µM), for inactives: at the top dose ratio change, negative = lower green/red ratio, actives largely listed as inhibitors. hit rate 0.05% among 340,000; active = well fitted inhibition curve with a large enough effect in the signal ratio, with a control signal flat, not every such curve was filed as active; inconclusive = small, poorly fitted or top-dose-only effect, or effect the other way, or a change in a side signal; the % refers to the signal ratio;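 also: potency is read from the fitted curve at half-maximal effect; plate controls were basal doxycycline-induced cells for no effect and cells given 10 µM MG132 for full effect; MG132 reads +100%, hits lower the ratio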
#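 Compounds up to 46 uM were incubated four hours with TMD8 cells whose green CBG68 luciferase is fused to IkappaBalpha; red CBR luminescence normalised the signal, and concentration-effect curves were fitted to fusion, red and ratio data.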
# Eya2 phos inh – Eya2 (human) phosphatase inhibition. Potency, µM (titrated, usually from 76.9 µM), for the others: at the top dose activity, negative = inhibition, usual class: inhibitors. hit rate 0.006% among 330,000. recombinant Eya2, OMFP fluorescence dephosphorylation (OMFP is methylfluorescein phosphate); also: potency is read from the fitted curve at half-maximal effect; % is scaled to controls: 0 for no effect and ±100 for the full control effect
# Target sequence (O00167 whole entry, looked up): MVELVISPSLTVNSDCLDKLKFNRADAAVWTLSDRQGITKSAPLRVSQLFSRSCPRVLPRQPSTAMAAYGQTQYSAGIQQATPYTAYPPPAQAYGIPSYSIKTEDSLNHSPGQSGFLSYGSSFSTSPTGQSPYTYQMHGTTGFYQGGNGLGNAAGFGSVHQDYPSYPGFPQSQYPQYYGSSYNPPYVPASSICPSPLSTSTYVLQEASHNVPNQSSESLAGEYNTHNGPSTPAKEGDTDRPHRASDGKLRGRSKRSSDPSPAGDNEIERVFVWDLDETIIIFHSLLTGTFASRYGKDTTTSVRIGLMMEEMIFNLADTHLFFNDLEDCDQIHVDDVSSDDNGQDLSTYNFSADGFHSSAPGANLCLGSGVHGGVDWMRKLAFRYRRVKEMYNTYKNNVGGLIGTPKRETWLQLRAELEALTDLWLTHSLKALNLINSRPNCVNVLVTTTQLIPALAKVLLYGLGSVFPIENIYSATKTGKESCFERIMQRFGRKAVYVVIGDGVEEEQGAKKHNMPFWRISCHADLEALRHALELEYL
#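 Eya2 (0.2 uM) preincubated 10 min at ambient with compound, then OMFP substrate added at 50 uM; 10 min reaction in 50 mM HEPES pH 7.5, 50 mM NaCl, 5 uM MgCl2, 0.05% BSA, 1 mM DTT. Fluorescence read at Ex 485/Em 525 nm.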
# Numbers without * were called inactive; ? = inconclusive; . = no result given; [ ] = remark or other dose. Unless noted, calls follow the shape of the dose curve; as a rule, active = well fitted curve in the direction sought with a large enough effect; inconclusive = small, poorly fitted or top-dose-only effect, or another doubt; inactive = no such curve, though single readings can be large; an effect the other way counts as inactive or inconclusive.
SMILES,TCR activator,B2AR arrestin,TSG101-PTAP inh,ELG1 DNA repair,USP2a inh,Mito fusion yeast,TSHR antagonist,uPA generation,Tb PFK block,BCR signal inh,Eya2 phos inh
Cn1nnnc1SCC(=O)NC1CCCC1,3%,-0.4%,1%,7%,-4%,5%,5,4%,1%,0%,11%
OCCN1CN=C(Nc2nc3ccccc3o2)NC1,-2%,-0.6%,-6%,23%,-4%,0%,3,-5%,3%,-1%,17%
CCOC(=O)c1sc(NC(=O)CSc2nccn2C)nc1C,2%,-0.4%,.,?,0%,-1%,1,-19%,0%,-13%,6%
O=C(N=C1SC2CS(=O)(=O)CC2N1Cc1ccccc1Cl)C1CC1 (stereo unspecified),3%,-0.2%,-6%,0%,2%,-3%,-5,-1%,-5%,5%,-3%
COc1ccc(Cl)cc1NS(=O)(=O)c1cccc(C(=O)NCCCN2CCCC2=O)c1,2%,-0.9%,-1%,-4%,0%,-5%,-7,2%,3%,1%,-14%
O=C(COC(=O)C12CC3CC(CC(Br)(C3)C1)C2)Nc1cccnc1Cl,-13%,-0.2%,-4%,-23%,2%,2%,-3,3%,-1%,-9%,-20%
CCN(CC)c1ccc2nc3c4ccccc4c(=O)cc-3oc2c1,2%,-0.3%,-1%,?,1%,0%,-9,2%,-1%,-1%,-14%
Cc1cc(Cl)ccc1OCC(=O)Nc1nc(-c2cccs2)cs1,4%,0.5%,-2%,16%,-6%,-3%,-19,1%,0%,13%,6%
CCOc1ccc(N2C(=O)c3cccnc3C2Nc2ccc(OC)cc2)cc1 (stereo unspecified),6%,-0.1%,-4%,9%,1%,-2%,6,.,-9%,-1%,-18%
COC(=O)Cc1c(C(=O)OC)nnn1-c1ccc(OC)cc1,-6%,0.1%,-1%,0%,3%,-3%,3,-7%,-9%,0%,12%
CN(C)c1cccc(NC(=O)c2ccco2)c1,-2%,-0.9%,1%,?,1%,?,-2,0%,-5%,1%,5%
CC(Sc1nnc(-c2ccco2)n1C)C(=O)NC1CCCC1 (stereo unspecified),4%,0.1%,-2%,6%,0%,-1%,-7,-6%,-3%,0%,17%
ClC(Cl)(Cl)c1nc(N/N=C/c2ccncc2)c2ccccc2n1,.,0.2%,-3%,12%,-1%,7%,4,-1%,4%,6%,-3%
O=C(CN(CCc1ccccc1)C(=O)c1csnn1)NC1CCCC1,4%,-0.5%,-8%,8%,3%,-5%,-4,-2%,-5%,?,-3%
Cc1nn(-c2cccc(Cl)c2)c2c1C(c1cccnc1)C(C#N)=C(N)O2 (stereo unspecified),-3%,0.1%,-2%,-9%,-1%,-16%,-20,-2%,4%,?,11%
O=c1[nH][nH]c(-c2ccccc2)c1C=Nc1ccc(OC(F)(F)F)cc1,-1%,-0.1%,0%,-12%,9%,-1%,3,6%,1%,-2%,-5%
CC(=O)c1sc2nc(=O)c(C)nn2c1C,3%,0.0%,3%,4%,-1%,-3%,-2,11%,-5%,-13%,8%
NC(=S)NNC(=O)Nc1cccc(Cl)c1,5%[46.1 µM],-0.6%,-6%,-2%,-1%,-4%,6,4%,-7%,0%,0%
Cc1nonc1NC(=O)Nc1cccnc1,-22%,-1.2%,-2%,7%,-1%,0%,1,2%,3%,1%,10%
CCN1CCN(CCCNc2ncnc3nc[nH]c23)CC1,2%,-0.1%,-1%,?,1%,-1%,-4,3%,2%,-2%,2%
CCOc1ccc(C(C)NC(=S)NC2CCCCC2)cc1 (stereo unspecified),3%,-0.1%,-3%,?,1%,-2%,-8,-1%,-1%,-1%,?
Cc1ccc(NC(=O)[C@H](Cc2ccccc2)NC(=O)C2CCNCC2)cc1,6%,0.1%,0%,?,3%,2%,-6,3%,0%,-19%,3%
CC(/C=N/NC(=O)c1cc(-c2ccc(Cl)cc2)nc2ccccc12)=C\c1ccco1,0%,0.4%,-1%,13%,0%,10%,12,-8%,-6%,?,-3%
O=C(c1c[nH]c2ccc(F)cc2c1=O)N1CCCCCC1,-4%[46.1 µM],-0.6%,-2%,3%,1%,3%,12,5%,2%,9%,4%
COc1cc2[nH]c(=O)n(Cc3ccc(C(=O)NCCCN4CCC(C)CC4)cc3)c(=O)c2cc1OC,.,0.0%,-9%,5%,4%,-1%,2,-1%,-4%,-4%,-14%
# Next section:
SMILES,TCR activator,B2AR arrestin,TSG101-PTAP inh,ELG1 DNA repair,USP2a inh,Mito fusion yeast,TSHR antagonist,uPA generation,Tb PFK block,BCR signal inh,Eya2 phos inh
COc1ccc(NC(=O)NC23CC4(C)CC(C)(CC(C)(C4)C2)C3)cc1,-3%,0.1%,-1%,-2%,5%,0%,-32,-1%,-1%,5%,0%
CC(C)C[C@H]1CN=C(Nc2ccccc2)N1CC(C)C,2%,0.2%,-1%,1%,0%,-7%,9,-6%,1%,1%,10%
COc1ccc2c(c1O)-c1ccccc1CCN(C)C2,-2%,-1.0%,-1%,?,3%,-5%,16,4%,-4%,12%,-3%
CC(C)(C)c1ccc(N2C(=N)SCC2=O)cc1,19%,-0.5%,-4%,6%,-2%,0%,-2,-27%,0%,-25%,-6%
Cn1c(CNC(=O)CNC(=O)Cc2ccc(F)cc2)cc(=O)n(C)c1=O,-4%,-0.2%,-4%,12%,4%,-2%,3,-1%,2%,-1%,-2%
CCc1nnc(NC(=O)CSc2nnc(C3CCCCC3)n2-c2ccccc2)s1,-5%,-0.3%,-5%,-6%,-1%,-1%,-2,-1%,-3%,2%,8%
C[C@@H]1CN([C@H](C)CO)C(=O)c2cc(NC(=O)C3CCCCC3)ccc2O[C@@H]1CN(C)Cc1ccncc1,7%,-0.1%,3%,16%,4%,.,0,-2%,-2%,1%,4%
CCn1c(-c2cccnc2Cl)nc2cc(C)c(C)cc21,-3%,-1.1%,-9%,3%,-1%,1%,-4,1%,0%,2%,4%
CCOC(=O)c1c(N2C(=O)C3CC(C)=C(C)CC3C2=O)sc(C)c1C (stereo unspecified),.,-0.1%,-6%,-10%,-2%,3%,13,0%,-1%,?,-10%
CS(=O)(=O)N1CCN(c2ccc([N+](=O)[O-])c3cccnc23)CC1,-2%,0.0%,-2%,?,3%,-1%,3,1%,-4%,?,-2%
Cc1c(Cl)cccc1NC(=S)/C(=C(\[O-])c1ccc(Cl)s1)[n+]1ccccc1,-4%[46.1 µM],-0.1%,6%,10%,-2%,29%,29,2%,-1%,-7%,7%
O=C(Nc1ccc(N2CCOCC2)cc1)c1cc2ccccc2o1,1%,-0.1%,0%,?,0%,5%,-12,-12%,-1%,2%,1%
CSc1cccc(NC(=O)CN(C)S(=O)(=O)c2cnc[nH]2)c1,-8%,-1.2%,-8%,3%,4%,1%,7,5%,-5%,-9%,-9%
CC(=O)c1ccccc1C(=O)NCc1cccnc1,-12%[46.1 µM],-2.7%,-9%,-2%,2%,-3%,-2,-1%,3%,0%,-9%
O=S(=O)(c1cccc(-c2n[nH]c(=S)n2-c2cccc(C(F)(F)F)c2)c1)N1CCOCC1,4%,4.0%,-6%,?,-1%,.,-10,-1%,-6%,2%,6%
CC1(C)Cc2c(c(-c3ccco3)[nH]c(=O)c2C#N)CO1,0%[46.1 µM],0.0%,-8%,8%,4%,1%,-1,2%,-1%,?,-2%
CCn1c(=O)cc(OCC(=O)NCc2ccco2)c2ccccc21,4%,0.2%,-1%,?,-6%,3%,-4,-6%,-23%,?,4%
N#C/C(=C\c1cccnc1)C(=O)Nc1cccc2ccccc12,-10%[46.1 µM],-0.9%,-6%,?,2%,6%,9,-1%,8%,1%,-11%
CCOC(=O)c1[nH]c2ccc(F)cc2c1NC(=O)CCN1CCOCC1,2%[46.1 µM],-1.7%,0%,?,2%,-14%,-1,-1%,-2%,-3%,12%
Cc1cc(C)cc(NC(=O)NCC(O)COc2ccc([N+](=O)[O-])cc2)c1 (stereo unspecified),-1%,-0.5%,-3%,4%,3%,5%,-4,4%,-1%,?,-14%
CC(=O)c1ccc(Nc2cc(C)nc3c(C)cc(C)cc23)cc1,-3%,2.9%,-5%,?,-4%,3%,9,-18%,4%,-1%,-2%
CCc1ccc(-n2nc3cc(C)c(N)cc3n2)cc1,3%,-0.3%,-8%,?,1%,3%,-10,6%,3%,2%,7%
O=C(CN1C2CCCC1CC(NC(=O)C1CCCCC1)C2)Nc1ccccc1 (stereo unspecified),2%,-0.2%,0%,2%,0%,1%,-4,-2%,0%,-1%,1%
Clc1ccc(C2=NNC(=NCc3ccccc3)SC2)cc1,4%,-0.2%,-4%,?,-6%,-5%,31,0%,-10%,?,-1%
